Sm TGR block: qHTS Assay for the Inhibitors of Schistosoma Mansoni Peroxiredoxins; purified TGR, DTNB reduction, TNB absorbance 405 nm; AID 485364, 2010; hit rate 3% among 360,000; Schistosoma mansoni thioredoxin glutathione reductase (TGR), Q962Y6; Potency, µM (top dose mostly 114 µM), for inactives: top-dose activity change, negative = inhibition, usual class: inhibitors; further: potency means the concentration at half of the fitted maximal effect; on the % scale 0 is the no-effect control and ±100 the full control effect; nearly all actives have a fitted effect of over 60% in size
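Kinetic colorimetric format: TGR-catalysed, NADPH-driven DTNB reduction monitored via TNB absorbance. Enzyme dispensed at 20 nM; compound exposure 15 min at room temperature before reaction start.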
Pf growth 96h: Primary qHTS for delayed death inhibitors of the malarial parasite plastid, 96 hour incubation; hit rate 6.9% among 320,000; P. falciparum luciferase reporter growth, 96 h; Potency, µM (doses to about 28.7 µM), for inactives: at the top dose activity change, negative = inhibition, actives largely listed as inhibitors; AID 504834, 2011; further: potency means the concentration at half of the fitted maximal effect; on the % scale 0 is the no-effect control and ±100 the full control effect
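Readout is luminescence from an integrated firefly luciferase in P. falciparum. Red cells, 2% hematocrit and 0.05% parasitemia final, were cultured with compound through two parasite generations (96 hours) at 37 C, 5% CO2.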
CHX counter: Cycloheximide Counterscreen for Small Molecule Inhibitors of Shiga Toxin; hit rate 12% among 300,000; cell reporter, cycloheximide protein synthesis inhibition counterscreen; AID 2314, 2010; max response, %; in the data active means max response mostly above about 13%, no sharp cut-off; inactive means mostly below about 14%; further: read at 38.3 µM for the half of the compounds with a filed dose; 0% is about no effect
Pf growth 48h: Primary qHTS for delayed death inhibitors of the malarial parasite plastid, 48 hour incubation. P. falciparum luciferase growth in erythrocytes, 48 h. Potency, µM (titrated, usually from 28.7 µM), without a hit: at the highest dose activity change, negative = inhibition, usual class: inhibitors. hit rate 5.9% among 310,000. AID 504832, 2011; further: potency means the concentration at half of the fitted maximal effect; on the % scale 0 is the no-effect control and ±100 the full control effect
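Cell-based growth assay: transgenic P. falciparum expressing firefly luciferase, cultured in red cells within RPMI 1640 containing 0.5% w/v Albumax, 24 mM bicarbonate and gentamycin. A drop in luciferase activity indicates inhibition.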
Giardia FBPA inh: qHTS Assay for Inhibitors of Fructose-1,6-bisphosphate Aldolase from Giardia Lamblia; A8B2U2; purified Giardia FBPA; Potency, µM (series often up to 59.6 µM), for the others: top-dose activity, negative = inhibition, actives largely listed as inhibitors; hit rate 0.71% among 290,000; AID 2451, 2010; further: potency means the concentration at half of the fitted maximal effect; on the % scale 0 is the no-effect control and ±100 the full control effect; nearly all actives have a fitted effect of over 55% in size
Target sequence (A8B2U2 whole entry, looked up): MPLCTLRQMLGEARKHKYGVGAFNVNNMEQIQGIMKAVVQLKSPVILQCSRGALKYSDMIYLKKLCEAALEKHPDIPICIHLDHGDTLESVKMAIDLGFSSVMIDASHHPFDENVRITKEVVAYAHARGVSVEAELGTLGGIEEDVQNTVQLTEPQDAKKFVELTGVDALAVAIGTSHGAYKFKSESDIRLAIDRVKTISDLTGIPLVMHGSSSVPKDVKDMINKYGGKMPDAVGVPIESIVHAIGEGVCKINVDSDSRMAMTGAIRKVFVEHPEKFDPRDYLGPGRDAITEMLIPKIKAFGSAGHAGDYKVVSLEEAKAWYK
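40 nM FBPA preincubated 10 min at RT with compound (up to 57.5 uM final), then substrate plus GAPDH/TPI/NAD/arsenate coupling and diaphorase/resazurin added. Fluorescence read after 20 min at RT, 525/598 nm.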
Shiga inhibitor: A qHTS for Small Molecule Inhibitors of Shiga Toxin; Vero cells, Shiga toxin protein synthesis inhibition reporter; inhibition, % at 38.7 µM; hit rate 9.2% among 290,000; AID 2315, 2010; in the data active means inhibition mostly above about 28%, no sharp cut-off; inactive means mostly below about 43%; further: 0% is about no effect
* hit, by the source's call; i = inactive; ? = inconclusive; nt = no result given; [ ] = dose if it differs, or a comment. Unless noted, the call rests on the fitted dose curve; in most records, active means well fitted curve in the direction sought with a large enough effect; inconclusive means small, poorly fitted or top-dose-only effect, or another doubt; inactive means no such curve, though single readings can be large; an effect the other way counts as inactive or inconclusive. The order is random; any-hit rate near 24%.

Values run as follows: CHX counter, Giardia FBPA inh, Pf growth 96h, Shiga inhibitor, Pf growth 48h, Sm TGR block
- O=C(CSc1nc2ccccc2o1)N1CCN(c2ccccc2)CC1
  -3, 0%, nt, -6, 24%, -6%
- NC(=O)C1O[C@@H](O)[C@H](O)[C@@H](O)[C@H]1O (stereo partly specified)
  -6, 2%, nt, -6, nt, nt
- Cc1ccc(C)c(OCCC(=O)OCC(=O)NC(=O)NC2CCCC2)c1
  nt, nt, 21%, nt, 3%, 6%
- O=C(O)c1ccc(Nc2nc(-c3ccccc3)nc3ccccc23)cc1
  20*, -17%, 24%, 27, ?, -12%
- CCOc1cc(C2Nc3ccccc3C(=O)N2c2ccccc2)ccc1O (stereo unspecified)
  19*, 3%, ?, 43, nt, 2%
- CC(=O)Oc1ccc2c(c1)OC(c1ccccc1)CC21CC(C)(C)NC(=S)N1 (stereo unspecified)
  -2, 2%, -1%, 4, -3%, 2%
- C=CCNC(=O)CN1CCC(n2c(C)nc3cc(C(F)(F)F)ccc32)CC1
  -1, 0%, 49%[activator], 9, nt, -8%
- O=C(N/N=C/c1ccncc1)c1ccccc1[N+](=O)[O-]
  -6, 4%, -13%, 2, 11%, -11%
- CC1CN(S(=O)(=O)c2cccc(C(F)(F)F)c2)C(C)N1C(=O)N1CCOCC1 (stereo unspecified)
  3, 10%, 0%, 3, 26%, 4%
- O=C(N/N=C/c1c[nH]c2ccccc12)c1cccc(O)c1
  26*, 0%, 288%[activator], 70*, 36%[activator], -3%
- Cc1cc(C)nc(NNC2=CC(=[N+]3CCCC3)CCC2)n1
  -5, ?, -8%, -6, -1%, -16%
- Cc1ccc(-n2c(SCC(=O)N3CCCc4ccccc43)nnc2-c2cccnc2)c(C)c1
  -1, 4%, -19%, -2, ?, 1%
- Cc1cc(=O)oc2cc(OCC(=O)N/N=C/c3cc([N+](=O)[O-])ccc3O)ccc12
  -3, -17%, 44%[activator], -8, -85%, -6%
- CC(C)C(=O)Nc1cccc(C(=O)Nc2nnc(C(C)(C)C)s2)c1
  16, 2%, 81%[activator], 31, 42%[activator], 5%
- CC(CN1CCOCC1)C(=O)c1ccccc1 (stereo unspecified)
  6, 0%, 33%[activator], 1, nt, -26%
- COCCNC(=S)N1CCC(C(=O)c2ccc(C)cc2)CC1
  8, 2%, 325%[activator], 14, -6%, 0%
- C=CCSc1ncccc1C(=O)NCc1ccccc1
  -2, 10%, 12µM*, -9, 18%, -26%
- CCOC(=O)C1(CCOC)CCN(C(=O)Cc2ccc3ccccc3c2)CC1
  -2, 12%, ?, 5, -16%, 10%
- C=CCOc1ccccc1NC(=O)CN1C(=O)CNC1=O
  0, -5%, 16%, -4, 2%, 2%
- CC(C)C(Sc1nc(-c2ccccc2)cc(-c2ccccc2)c1C#N)C(=O)O (stereo unspecified)
  11, 12%, ?, 21, ?, -3%

Copied from the list:
CHX counter result of `CC(CN1CCOCC1)C(=O)c1ccccc1` (stereo unspecified) : 6
Giardia FBPA inh result of `O=C(CSc1nc2ccccc2o1)N1CCN(c2ccccc2)CC1` : 0%

One compound at a time, as listed above:
Shown for CCOC(=O)C1(CCOC)CCN(C(=O)Cc2ccc3ccccc3c2)CC1 : CHX counter: -2; Giardia FBPA inh: 12%; Pf growth 96h: ?; Shiga inhibitor: 5; Pf growth 48h: -16%; Sm TGR block: 10%
Shown for Cc1ccc(-n2c(SCC(=O)N3CCCc4ccccc43)nnc2-c2cccnc2)c(C)c1 : CHX counter: -1; Giardia FBPA inh: 4%; Pf growth 96h: -19%; Shiga inhibitor: -2; Pf growth 48h: ?; Sm TGR block: 1%
Shown for O=C(N/N=C/c1c[nH]c2ccccc12)c1cccc(O)c1 : CHX counter: 26*; Giardia FBPA inh: 0%; Pf growth 96h: 288%[activator]; Shiga inhibitor: 70*; Pf growth 48h: 36%[activator]; Sm TGR block: -3%

(list continues)
Values run as follows: CHX counter, Giardia FBPA inh, Pf growth 96h, Shiga inhibitor, Pf growth 48h, Sm TGR block
- O=C(N/C(=C\c1ccc(F)cc1)C(=O)N1CCCCCC1)c1ccccc1
  -2, 2%, 10%, -13, ?, 0%
- CCC(C)OC(=O)C1=C(C)NC2=C(C(=O)C(C(=O)OC)C(C)C2)C1c1ccc(N(C)C)cc1 (stereo unspecified)
  7, -5%, ?, 16, ?, 1%
- CC(C)[C@H](NC(=O)NCCc1ccccc1)C(=O)O
  1, -11%, 22%, -4, 12%, 4%
- CC(=O)Nc1ccc(S(=O)(=O)Nc2cccn(Cc3ccc(C)cc3)c2=O)cc1
  -1, -8%, -5%, -1, -15%, 16%
- CC1CC(=O)NN=C1c1ccc(N(C)C)c([N+](=O)[O-])c1 (stereo unspecified)
  2, -2%, 39%[activator], -3, 22%, 1%
- COc1cc(Nc2c3c(nc4ccccc24)CCCC3)cc(OC)c1OC
  -3, 0%, -1%, -4, ?, 3%
- CSc1ccccc1NC(=O)Nc1cccc(F)c1
  22*, -11%, 4%, 41*, 91%[activator], 13%
- CC(C)N1CCN(Cc2ccc3c(c2)Cc2ccccc2-3)CC1CCO (stereo unspecified)
  -2, 3%, ?, -19, ?, -10%[57.1 µM]
- CC(C)NC(=O)c1nn(C)c2ccccc12
  -2, 2%, 8%, 17, -6%, -3%
- CCCCc1ncc(CN2CCC(n3nccc3NC(=O)C(OC)c3ccccc3)CC2)[nH]1 (stereo unspecified)
  0, nt, ?, -4, 12%, 4%
- Cc1ccccc1CN1CCC(CNC(=O)C2CCCN(c3ncnc4c3nc3n4CCCCC3)C2)CC1 (stereo unspecified)
  7, nt, 6.6µM*, -12, 12µM*, -20%
- O=[N+]([O-])c1cc(-c2nnc(Nc3ccc(O)cc3)c3ccccc23)ccc1N1CCOCC1
  -6, -8%, ?, -13, ?, -9%
- Cc1csc(NC(=O)CSc2nncn2C)n1
  -1, 3%, ?, 1, 23%, 40%[activator]
- CCc1cc(=O)oc2cc(OCC(=O)NCCCN3CCCC3=O)c(Cl)cc12
  3, nt, 12µM*, 3, ?, -10%
- CCOC(=O)C1=C(COC(=O)c2ccc(Cl)cc2[N+](=O)[O-])NC(=O)NC1C (stereo unspecified)
  nt, nt, 35%[activator], nt, 19%, -3%
- COc1ccccc1NC(=O)OC(C)c1ccc(Cl)cc1 (stereo unspecified)
  7, 10%, ?, 27, -7%, 1%
- c1ccc2[nH]c(NN=C3CCCCCC3)nc2c1
  44*, 0%, ?, 110*, ?, 0%
- CC1=C(C#N)C(NC(=O)c2ccc(Cl)cc2)(C(F)(F)F)C(=O)N1 (stereo unspecified)
  0, -3%, 7%, -7, -11%, 5%
- Cc1nonc1NC(=O)CSc1nnc(N)s1
  -10, 8%, 7%, -6, 25%, -6%
- NS(=O)(=O)c1ccc(CCNC(=O)C2CCC(CNS(=O)(=O)c3ccc(Br)s3)CC2)cc1 (stereo unspecified)
  -7, 3%, 4%, -11, ?, -16%
- CCOC(=O)NC(=O)COC(=O)CCCc1nc2ccccc2s1
  -1, 5%, 6%, -29, 13%, -7%
- O=C(NCc1ccco1)/C(=C\C=C\c1ccccc1)NC(=O)c1ccco1
  2, -1%, 12%, 31, 8%, 0%
- OCCCNc1nccc(-c2cc(Nc3cccc(Cl)c3)ncn2)n1
  27*, 0%, ?, 51*, ?, -6%
- Cc1nc(C/C(=N\N)c2ccc(O)cc2O)cs1
  25*, -10%, -12%, 64, ?, 3%
- COCCNC(=O)c1ccc(Cn2c(SCC(=O)NCC3CCCO3)nc3ccc(Br)cc3c2=O)cc1 (stereo unspecified)
  -4, 10%, 0%, 7, ?, -16%
- CCSc1nnc(SCC(=O)NC2CCCCC2)s1
  nt, nt, 17%, nt, 3%, -16%
- CCOC(=O)c1ccc(NC(=O)COc2ccccc2CNC2CCCC2)cc1
  -1, -1%, 0%, 2, 4.7µM*, -10%
- Cc1ccc(-n2nnnc2SCC(=O)c2cc(C)n(-c3cc(C)on3)c2C)cc1
  -4, 1%, nt, -11, 14%, -18%
- CCOc1ccccc1-n1c(=O)c2ccccc2c2ccccc2c1=O
  -1, -13%, 33%[activator], -13, 13%, -9%
- CCOc1ccc(S(=O)(=O)N2CCOCC2)cc1NC(=O)CCOc1ccc(C(C)(C)C)cc1
  nt, nt, ?, nt, ?, 0%
- CCC1CCCCN1C(=O)CN1C(=O)c2ccccc2S1(=O)=O (stereo unspecified)
  nt, nt, 9%, nt, ?, 2%
- CCOC(=O)c1c(-c2ccccc2)oc2ccc(OCC)cc12
  -2, 0%, -26%, 8, 0%, 4%
- O=C(c1cc(-c2ccc(F)cc2)on1)N1CCCc2ccccc21
  46*, -1%, ?, 64*, 76%[activator], 3%
- CCn1c(SCC(=O)N2CCOCC2)nnc1-c1cccs1
  6, 10%, 12µM*, 27, -3%, -1%
- O=C(/C=C/c1ccc(Cl)cc1)N1CCOCC1
  35*, -2%, 11%, 54*, 36%[activator], 3%
- CCN(CC)CCNC(=O)C(=O)NCC1OCCN1S(=O)(=O)c1ccc(Cl)cc1 (stereo unspecified)
  -1, -3%, 43%[activator], -16, -2%, 2%
- COC(=O)COc1cccc(NS(=O)(=O)c2ccc(NC(C)=O)cc2)c1
  -6, 2%, 29%, 11, 20%, 7%
- CC(=O)NC(=S)Nc1cccc(S(=O)(=O)NC2=NCCC2)c1
  -4, 4%, -7%, -1, 12%, 4%
- COc1cccc(-c2nnc(SCc3cccnc3)o2)c1
  67*, -9%, nt, 98*, 49%[activator], 3%
- COc1ccc(C2C(C(=O)c3cccs3)=C(O)C(=O)N2c2nnc(C)s2)cc1OC (stereo unspecified)
  15, -26%, -10%, 51, 13%, 4%
- COc1ccc(C(C#N)Nc2ccccc2)cc1 (stereo unspecified)
  10, 5%, -17%, -3, nt, 2%
- CSc1n[nH]c(NCc2ccc(C)cc2)n1
  40*, 1%, 214%[activator], 72*, 247%[activator], -6%
- CCOc1ccccc1CN1CCNC(=O)C1CC(=O)N(C)Cc1cnccn1 (stereo unspecified)
  1, -17%, ?, -5, 3%, 0%
- CSc1nnc(-c2ccc(S(=O)(=O)N3CCCC3)cc2)n1C
  12, 0%, nt, -13, -6%, 0%
- COc1ccc(N=Nc2cc(C)c(O)c(CN3CCCCC3)c2)cc1
  11, -3%, 0.26µM*, 16, 0.26µM*, ?
- C#CCSc1nnc(-c2ccc(O)cc2)o1
  53*, 7%, -23%, 62*, i, 2%
- CCc1cc(C(=O)N(C)CC(=O)Nc2c(Cl)cccc2Cl)sc1C
  nt, nt, -88%, nt, ?, -5%
- c1ccc(Oc2cccc3cccnc23)nc1
  -3, 0%, 16%, -10, -3%, 1%
- Cc1ccc(C)c(NC(=O)CCC(=O)NNC(=O)C(c2ccccc2)c2ccccc2)c1
  -1, 5%, 38%[activator], -5, 0%, -7%
- Oc1ccc(C2C(c3ccccc3)=NN=C(c3ccc(Cl)cc3)N2O)c(O)c1 (stereo unspecified)
  2, -7%, 2.6µM*, -1, ?, ?
- Cc1ccc(OC(C)C(=O)Nc2ccccc2C(=O)NCc2cccnc2)cc1C (stereo unspecified)
  -4, nt, 1%, -5, ?, 2%
- CNc1nc2c(N)ncnc2n1[C@H]1O[C@@H](CO)[C@H](O)[C@@H]1O
  4, 1%, -10%, -5, nt, -4%
- Cc1ccc([C@@H]2[C@@H]3C(=O)N(C)C(=O)[C@@H]3[C@]3(Cc4ccccc4)C(=O)N(Cc4ccccc4)CC(=O)N23)o1
  -4, -6%, ?, -1, -4%, -30%
- Cc1cccc(-c2nc(CSCC(=O)NCCCN3CCOCC3)c(C)o2)c1
  -2, -8%, 11%, -7, ?, -6%
- CCCCCn1c(SCCCC)nc2c1c(=O)[nH]c(=O)n2C
  -6, -1%, -5%, -15, -13%, 27%
- CCCCNC(=O)Nc1ccnn1C1CCCCC1
  0, 3%, ?, -10, ?, -5%
